Assay outcomes deposited in PubChem BioAssay by Small Molecule Screening Facility, UW Madison.
RMI FANCM FP – RMI-FANCM interaction inhibition. Fluorescence polarization, RMI core complex with F-MM2 peptide; hits give low values. FP signal (polarization) at 33 µM. 70,000 compounds, 0.58% hits. AID 1159607; in the data active = FP signal below about 40; also: inactives centre near 61; strong numbers were not always called active; unit not given here
An asterisk follows results filed as active; & = joins results of further samples. Some of the compounds tested; the hit share may differ from the screen's.

RMI FANCM FP | structure
52&54 | CO[C@@]1(NC(=O)CSCC#N)C(=O)N2C(C(=O)O)=C(CSc3nnnn3C)CS[C@@H]21
53 | Cn1nc(C(F)(F)F)c(-c2ccccc2)c1NC(=O)C1C2C=CC(C2)C1C(=O)O (stereo unspecified)
57 | Cc1nn(Cc2nnc(SCC(=O)c3cccc([N+](=O)[O-])c3)n2C)c(C)c1[N+](=O)[O-]
68 | CC(=O)N1CCc2ccc(NC(=O)c3cccc4ccccc34)cc2C1
53 | O=C(O)c1ccccc1Sc1ccc([N+](=O)[O-])cc1C(=O)O
60 | O=C(NCc1cccs1)c1c(F)cccc1NC(=O)C(c1ccccc1)C1CCCC1 (stereo unspecified)
63 | COc1ccccc1NC(=O)CSC1=NC(C)(C)Nc2ccccc21
52 | O=C(Nc1ccc(C2=NCCO2)cc1)c1ccc(C(F)(F)F)cc1
56 | COc1ccccc1CNC(=O)CSc1ccc(-c2ccccc2OC)nn1
68 | C=CCOc1ccc(C(=O)O)cc1
56 | O=C(NNS(=O)(=O)c1ccc(-c2ccccn2)s1)Nc1cccc(Cl)c1
54 | O=C(CC1SC(=Nc2ccc(C3CCCCC3)cc2)NC1=O)Nc1ccc(F)cc1 (stereo unspecified)
57 | Cc1ccc2c(c1)N(C)C(=O)c1cc(NC(=O)CN3C(=O)c4ccccc4C3=O)ccc1O2
71 | CN=P(c1ccccc1)(c1ccccc1)c1ccccc1
65 | Cc1nc(C(=O)NC2(O)C(=O)c3ccccc3C2=O)cs1
51 | O=C(Nc1ccc2c(c1)OCO2)C1CCN(S(=O)(=O)c2ccc(Cl)cc2)CC1
56 | CC(=O)NC(=O)/C(C#N)=N/O
59 | CN(C)c1ccc(/C=N\NC(=O)c2ccccc2O)cc1
53 | COc1ccc(C(=O)Nc2cnc3ccccc3c2)cc1OC
59 | Cc1nc(C(F)(F)F)ccc1C(=O)Oc1ccc(F)cc1F
69 | CCN1C(=O)Cc2cc(NC(=O)c3cccc(OC)c3OC)ccc21
77 | COCCN1CCC(CNC(=O)c2ccc(C(C)(C)C)cc2)CC1
54 | Cc1cccc2sc(N3CCN(C(=O)c4nc5ccccc5s4)CC3)nc12
61 | Cc1nc(C)n(CC(C)C(=O)Nc2cc(Cl)ccc2C)n1 (stereo unspecified)
67 | COc1ccc(C)cc1S(=O)(=O)Nc1ccc2c(c1)C(=O)NCCO2
130 | COc1ccc(-c2noc(-c3cccn(CC(=O)Nc4cccc(SC)c4)c3=O)n2)cc1OC
51 | CNC(=S)N/N=C\C=C\c1ccccc1
94 | O=C(Cc1ccc(-n2c(=O)c3ccccc3n(Cc3c(F)cccc3Cl)c2=O)cc1)NC1CC1
65 | CN1CCN(C(CNC(=O)Nc2ccccc2)c2ccsc2)CC1 (stereo unspecified)
52 | CCS(=O)(=O)c1ccc(CC(=O)Nc2ccc3nc(SC)sc3c2)cc1
63 | CC(C)(C)C(=O)Nc1nnc(SCC(=O)Nc2ccc(OC(F)(F)F)cc2)s1
62 | O=C(c1ccc(S(=O)(=O)c2ccccc2)nc1)N1CCN(c2cccc(Cl)c2)CC1
80 | O=c1c2nc(N3CCOCC3)sc2c(-c2ccccc2)nn1Cc1cccc2ccccc12
68 | O=S(=O)(Cc1nc(-c2cccc(Cl)c2)no1)c1ccccc1
59 | Cc1cc(N/C=C(/C#N)C(=O)C2CC2)no1
58 | COc1cc(-c2nc3n(n2)C(c2ccc(F)cc2)C2=C(CCCC2=O)N3)cc(OC)c1OC (stereo unspecified)
61 | O=C(Cc1ccccc1)N1CCC(c2nnc(-c3ccco3)o2)CC1
40 | O=C(CCCN1C(=O)c2cccc3cccc(c23)C1=O)Nc1ccc(-c2nc3ccccc3s2)cc1
58 | COc1ccccc1-c1coc2cc(O)ccc2c1=O
60 | COc1ccc(CCNC(=O)Cc2ccc([N+](=O)[O-])cc2)cc1OC
75 | CC(C)CNC(=O)C(=O)NCCc1ccc(N2CCCC2)cc1
57 | Cc1nnc(SCc2cccnc2)[nH]c1=O
65 | CCOC(=O)N1CCc2c(sc(NC(=O)CS(=O)(=O)c3ccccc3)c2C#N)C1
64 | Cn1c(=O)c2c(SCC(=O)Nc3ccc(Cl)c(Cl)c3)ccnc2n(C)c1=O
67 | CCCS(=O)(=O)c1ccc(NC(=O)Nc2ccc(Cl)cc2Cl)cc1
59 | Cc1ccc(C2C(=C(O)c3ccc4c(c3)OCCO4)C(=O)C(=O)N2CCN(C)C)o1 (stereo unspecified)
44 | CCOC(=O)c1c(C)nn(-c2ncccc2N)c1C
55 | O=C(O)CC12CC3CC(CC(C3)C1)C2
58 | c1csc(C2=Nc3ccccc3SC2c2nc3ccccc3[nH]2)c1 (stereo unspecified)
67 | O=C(CC1CCCCN1S(=O)(=O)c1ccc(F)cc1)NCc1c(F)cccc1F (stereo unspecified)
64 | CCOc1ccccc1-c1nc(COC(=O)c2nnn(-c3ccc(OC)cc3)c2C)c(C)o1
55 | Cc1nc(-c2cc(C#N)c(SCCNS(=O)(=O)c3cccc(C(F)(F)F)c3)nc2C)cs1
57 | CCCN1C(=O)C(C)(C)COc2ccc(NS(=O)(=O)c3cccs3)cc21
56 | O=C1c2cc(S(=O)(=O)O)ccc2-c2ccc(S(=O)(=O)O)cc21
49 | CC12OC(c3ccccc3)=CC(c3ccccc3)=C1C(c1ccccc1)=CC2=O (stereo unspecified)
76 | Cc1cc(NC(=O)c2ccccc2C(F)(F)F)n(-c2nc(-c3cccs3)cs2)n1

More results follow:
RMI FANCM FP | structure
62 | O=S(=O)(CCCOc1ccc2c(c1)OCO2)NCc1ccco1
86 | COc1ccc(NC(=O)CSc2ncc(-c3cccc(Br)c3)o2)cc1Cl
68 | COc1cc2[nH]c(=O)n(Cc3ccc(C(=O)NCc4cccs4)cc3)c(=O)c2cc1OC
73 | COc1ccc2nc(-c3ccc(OC)c(NS(=O)(=O)c4ccc(F)c(C)c4)c3)cn2n1
65 | Cn1ccnc1N1CCN(C(=O)C2CC2)CC1
53 | COc1ccc(/C=N\Nc2c([N+](=O)[O-])c(C)nn2C)cc1
60 | O=S(=O)(c1c(Cl)cccc1Cl)N1CCC(Cc2ccccc2)CC1
62 | O=c1c2c(nc(SCc3cccc(F)c3)n1-c1ccc(Br)cc1)CCS2
54 | CN(C)C(=S)NCCCN1CCOCC1
71 | O=C(NCCOc1ccc2nnc(-c3ccccc3Cl)n2n1)Nc1ccc(Cl)cc1
60 | COc1ccc(C(=O)c2sc3c(c2N)C2(CCCCC2)C(c2nc(-c4ccccc4)cs2)C(N)=N3)cc1 (stereo unspecified)
61 | NNC(=O)c1ccc(O)cc1O
60 | COc1ccc(NC(=O)c2sc3[nH]c(=O)c(C(=O)O)cc3c2N)cc1
57 | CN(C)c1ccc(C=NS(=O)(=O)c2cccs2)cc1
60 | COc1ccc(-n2c(N)cc(=O)nc2SCC(=O)Nc2cc(C)on2)cc1
59 | CCOc1ccc(S(=O)(=O)Nc2ccc3nc(C)n(-c4ccc(F)cc4)c(=O)c3c2)c(OCC)c1
83 | Cc1ccccc1-c1ccc(N2CCN(S(=O)(=O)c3ccc(F)cc3F)CC2)nn1
56 | N#Cc1ccccc1NC(=O)C(=O)NCCCN1CCCC1=O
113 | Cc1ccc(-n2ncc3c(=O)n(NC(=O)COc4ccc5ccccc5c4)cnc32)cc1C
58 | O=C(Nc1ccc(S(=O)(=O)N2CCCCC2c2cccnc2)cc1)c1ccc(Br)o1 (stereo unspecified)
59 | COc1ccc(NC(=O)CSc2nnc(Cn3c(=O)sc4ccccc43)n2-c2ccccc2)c(OC)c1
57 | CN(C(=O)c1cc2cccc([N+](=O)[O-])c2[nH]1)c1ccc(F)cc1F
56 | O=C(CS(=O)(=O)c1cn(CC(=O)N2CCCCC2)c2ccccc12)Nc1cccc(C(F)(F)F)c1
86 | COc1cccc(Nc2nn3c(=O)c4cc(C)ccc4nc3s2)c1

For convenience, some entries already given.
RMI FANCM FP | structure
56 | O=C(CS(=O)(=O)c1cn(CC(=O)N2CCCCC2)c2ccccc12)Nc1cccc(C(F)(F)F)c1
86 | COc1cccc(Nc2nn3c(=O)c4cc(C)ccc4nc3s2)c1

(further entries)
RMI FANCM FP | structure
45 | CC1(C)C2CC[C@](C)(C2)C1NC(=O)c1c(Cl)cccc1Cl (stereo partly specified)
58&52&53 | CC(C)(Oc1ccc(Cl)cc1)C(=O)O
71 | O=C1/C(=C\Nc2ccc(Oc3ccccc3)cc2)S(=O)(=O)N(Cc2ccc(Cl)cc2)c2ccccc21
69 | CC(Oc1ccc2c(c1)OCO2)C(=O)NCCn1nc(-c2cccs2)ccc1=O (stereo unspecified)
67 | CCCC(=O)Nc1ccc(S(=O)(=O)N2CCOC(c3ccccc3)C2)cc1 (stereo unspecified)
61 | O=C(O)CSC(CC(=O)c1ccc(Cl)cc1)c1ccccc1 (stereo unspecified)
59 | O=C(NCc1nnc(SCC(=O)N2CCc3ccccc32)o1)c1cccc(C(F)(F)F)c1
49 | COc1ccccc1N1CCN(CCN(C(=O)c2ccc(F)cc2)c2ccccn2)CC1
75 | COc1ccc(Cl)cc1S(=O)(=O)NCC(=O)N1CCOC(c2ccccc2)C1 (stereo unspecified)
55 | O=C(O)c1nccnc1-c1nc2ccccc2s1
139 | O=S(=O)(Nc1nc2c(Cl)cccc2s1)c1ccc(Cl)s1
85 | CC(C)N1CCc2c(sc(NC(=O)CSc3ccc(Cl)cc3)c2C(N)=O)C1
89 | O=C(Nc1cccc(-c2nc3ccccc3s2)c1)c1cccc(F)c1
68 | CC(=O)C(C)n1c(-c2ccccc2)cn2c3c(=O)n(C)c(=O)n(C)c3nc12 (stereo unspecified)
63 | CCn1c(SCC(=O)Nc2ccccc2C(=O)OC)nc2c(-c3ccc(C)cc3)csc2c1=O
71 | Cc1ccc(C)c(NC(=O)N2CCN(c3ccc(-c4ccco4)nn3)CC2)c1
57 | CCOC(=O)c1c[nH]c2cc3c(cc2c1=O)OCO3
68 | O=C(COc1ccc(F)cc1)NCCn1ncc2c(=O)n(Cc3cccc4ccccc34)cnc21
59 | COCCNS(=O)(=O)c1cc(C)c(OC)cc1C
72 | N#Cc1c(NC(=O)c2ccc(-c3ccccc3)cc2)sc2c1CCC2
56 | Cn1c(-c2ccc(Cl)cc2)cnc1SCC(=O)Nc1ccc2c(c1)OCCO2
57 | CCOc1ccc(-c2ccc(SCC(=O)Nc3ccc([N+](=O)[O-])cc3)nn2)cc1
129 | Cc1c(C(=O)Nc2c(N)nc(SCc3ccc(Cl)cc3Cl)[nH]c2=O)cccc1[N+](=O)[O-]
66 | O=C1C2C=CC=CC2=NC(=S)N1CCN1CCC(=C(c2ccc(F)cc2)c2ccc(F)cc2)CC1 (stereo unspecified)

Compounds from the list above with a nitro group on carbon (seven):
RMI FANCM FP | structure
57 | Cc1nn(Cc2nnc(SCC(=O)c3cccc([N+](=O)[O-])c3)n2C)c(C)c1[N+](=O)[O-]
53 | O=C(O)c1ccccc1Sc1ccc([N+](=O)[O-])cc1C(=O)O
60 | COc1ccc(CCNC(=O)Cc2ccc([N+](=O)[O-])cc2)cc1OC
53 | COc1ccc(/C=N\Nc2c([N+](=O)[O-])c(C)nn2C)cc1
57 | CN(C(=O)c1cc2cccc([N+](=O)[O-])c2[nH]1)c1ccc(F)cc1F
57 | CCOc1ccc(-c2ccc(SCC(=O)Nc3ccc([N+](=O)[O-])cc3)nn2)cc1
129 | Cc1c(C(=O)Nc2c(N)nc(SCc3ccc(Cl)cc3Cl)[nH]c2=O)cccc1[N+](=O)[O-]

(list continues)
RMI FANCM FP | structure
106 | CC(=O)Nc1ccc(SCC(=O)Nc2nc3ccccc3s2)nn1
62 | COc1ccc(C(=O)Nc2ccccc2Sc2ccc(Cl)cc2[N+](=O)[O-])cc1OC
57 | CN1C(=O)Cc2cc(NS(=O)(=O)c3ccccc3Cl)ccc21
57 | Cc1nc2ccc3nc(NC(=O)c4ccno4)sc3c2s1
58 | COCC(=O)NCc1nnnn1-c1ccc(Cl)cc1
60 | O=C(Cc1ccccc1)Nn1c(SCc2cc(=O)n3ccccc3n2)nc2ccccc2c1=O
57 | COc1ccc(-c2cc3ccc(OC(=O)N4CCOCC4)cc3oc2=O)cc1OC
64 | O=c1ccc([N+](=O)[O-])cn1C1CCCCO1 (stereo unspecified)
57 | Cc1nn(C)c(NC(=O)NN2CCOCC2)c1[N+](=O)[O-]
53 | CCOC(=O)CSc1nc2sccn2c1C=Nc1cc(Cl)cc(Cl)c1
53 | C/C(=N/NC1=NCCN1)c1ccccc1
60 | COc1ccc(-c2nc3ccccc3n2CC(=O)N(c2ccccc2)C(C)C)cc1OC
54 | Cc1ccc(-c2ccc(S(=O)(=O)N(CC(F)(F)F)c3ccccc3)cc2)cc1
59 | O=S(=O)(c1cccnc1)N1CCN(Cc2nc(-c3cccs3)cs2)CC1
62 | COc1ccc(S(=O)(=O)NCCn2cncn2)cc1OC
57 | O=S(=O)(c1ccc(F)cc1F)N1CCN(c2ccc(-n3cccn3)nn2)CC1
62 | COc1cccc(-c2cc(=O)[nH]c(SCc3nc(-c4ccc(F)cc4)no3)n2)c1
142 | O=C(COc1cccc2c1CCN(Cc1ccccc1F)C2=O)N1CCC(Cc2ccccc2)CC1
63 | CS(=O)(=O)N1CCC(C(=O)Nc2nc3ccc(Cl)cc3s2)CC1
57 | COc1ccc(C)cc1NC(=O)C(=O)NCCc1csc2nc(-c3ccccc3C)nn12
69 | CCOC(=O)C(=Cc1ccc(-c2ccc(Cl)cc2)o1)C(=O)OCC
53 | CC(=O)Nc1cc(-c2ccc(C(C)(C)C)cc2)sc1C(N)=O

Fetched one by one from the entries so far:
RMI FANCM FP | structure
63 | CS(=O)(=O)N1CCC(C(=O)Nc2nc3ccc(Cl)cc3s2)CC1
59 | CN(C)c1ccc(/C=N\NC(=O)c2ccccc2O)cc1
58 | c1csc(C2=Nc3ccccc3SC2c2nc3ccccc3[nH]2)c1 (stereo unspecified)
68 | CC(=O)C(C)n1c(-c2ccccc2)cn2c3c(=O)n(C)c(=O)n(C)c3nc12 (stereo unspecified)
56 | CC(=O)NC(=O)/C(C#N)=N/O
